Screening data as filed in PubChem.
GALR2 antag: GALR2 antagonists in receptor-expressing cells, primary screen; Galanin receptor type 2 (Homo sapiens), O43603; antagonist mode; inhibition, % at 4 µM; actives 0.39% (n = 140,000); AID 828, 2007; in the data active = inhibition above about 27%;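 also: cells stimulated with galanin 1-16 at roughly its EC80; 0% = agonist challenge control and 100% = basal control without agonist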
Target sequence (O43603 whole entry, looked up): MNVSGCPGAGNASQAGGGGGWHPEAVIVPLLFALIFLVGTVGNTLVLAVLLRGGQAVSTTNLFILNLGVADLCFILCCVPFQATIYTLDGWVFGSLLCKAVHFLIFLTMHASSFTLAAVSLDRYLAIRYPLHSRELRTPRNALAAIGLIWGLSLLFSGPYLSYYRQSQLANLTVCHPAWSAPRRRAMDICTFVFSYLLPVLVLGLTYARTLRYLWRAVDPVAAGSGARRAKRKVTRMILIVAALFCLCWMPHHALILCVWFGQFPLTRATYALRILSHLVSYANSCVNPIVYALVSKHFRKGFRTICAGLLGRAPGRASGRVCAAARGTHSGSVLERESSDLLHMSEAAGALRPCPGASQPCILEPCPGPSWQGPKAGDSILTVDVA
Measles CPE: compounds protecting cells from measles virus cytopathic effect, primary screen, measles RdRp inhibitor project, single point, MLSMR library, absorbance; Measles virus-infected cells, CPE protection; actives 1.5% (n = 140,000); AID 841, 2007; protection (pct of control), % at 4 µM; in the data active = protection mostly above about 24%, no sharp cut-off; inactive = mostly below about 26%; also: some compounds called inactive have numbers as strong as hits
Phagocyt inh: inhibitors of macrophage phagocytosis, primary screen, imaging, J774A.1 cells, IgG beads; J774A.1 macrophage IgG-bead phagocytosis; inhibition, % at 5 µM; actives 0.07% (n = 110,000);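 active = inhibition above the mean of the plate negative controls plus 5 SD, cut at about 13% in these data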;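 also: phagocytic index as fraction of beads internalized from green versus red external bead signal; plate controls were DMSO negative control for no effect and cytochalasin-D positive control for full effect; some results beyond the cut were filed as inactive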
MRP1 act: H69AR viability gain despite doxorubicin, primary screen, MRP-1 activator project, H69AR cells, CellTiter-Glo; viability rescue; viability increase, % at 10 µM; actives 0.61% (n = 140,000);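 active = viability gain under doxorubicin at or above a set limit, the compound median plus 3 SD, cut at about 4.7% in these data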;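 also: MRP-1 overexpressing cells given doxorubicin 25 µM after compound pretreatment; 18-22 h compound pretreatment then 72 h with doxorubicin before readout; 0% = doxorubicin-only wells and 100% = vehicle-treated cells without doxorubicin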
BB579 growth dn: growth inhibitors of yeast BB579 in restrictive medium, primary screen, yeast lifespan-shortening project, S. cerevisiae. OD615, 48 h. inhibition, % at 10 µM. actives 0.51% (n = 140,000);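 active = inhibition above a set limit, 3 SD over the mean compound inhibition, cut at about 44% in these data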; also: inactives centre near -24
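System: Saccharomyces cerevisiae DeaD strain BB579, replicative lifespan model yeast | Buffer or medium: Restrictive glucose-based CSMM-D medium | Times: 4 h preincubation and 48 h exposure at 30 °C | Detection: OD615 turbidity measurement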
E-sel TNF inh: E-selectin induction blockers in HUVEC – imaging, immunofluorescence, high content, primary screen; inhibition, % at 2 µM; actives 0.71% (n = 120,000); HUVEC TNFa-induced E-selectin immunofluorescence;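 active = inhibition above the batch mean plus 3 SD, and confirmed as a hit on visual image review, cut at about 43% in these data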;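 also: 0% = TNF-stimulated DMSO wells and 100% = unstimulated control wells; not every result past the cut was called active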
Yeast life ext: compounds extending yeast replicative lifespan, primary screen, S. cerevisiae, OD615; inhibition of the nicotinamide effect, % at 10 µM; S. cerevisiae growth with nicotinamide; deaD strain in restrictive glucose medium; AID 775, 2007; actives 0.68% (n = 130,000);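 active = inhibition above a set limit, placed 3 SD over the median of all compounds, cut at about 26% in these data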;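 also: 0% = nicotinamide-treated wells and 100% = cells grown without nicotinamide; some compounds called inactive have numbers as strong as hits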
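Assay system: engineered S. cerevisiae DeaD replicative-lifespan strain, galactose-grown log-phase cells; medium: restrictive CSMM-D dextrose medium; also added: nicotinamide, 1.5 mM, co-present with compound; schedule: 48 h compound exposure at 30 °C, humidified; detection: absorbance at 615 nm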
HCT116 PTEN-null: growth suppression of PTEN-null HCT116, primary screen, cell-based, CellTiter-Glo | HCT116 PTEN-null viability, 60 h; stronger effect = lower value | viability, % at 10 µM | actives 1.2% (n = 140,000) | AID 827, 2007;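 active = viability at or below a set limit, 4 SD under the median of all tested compounds, cut at about 3.7% in these data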;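 also: PTEN knockout HCT116 line with beta catenin targeted HCT116 as companion control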
HCT116 bCat-KO: primary screen for growth suppressors in beta-catenin knockout HCT116 cells (colon tumor, human). HCT116 beta-catenin knockout viability, CellTiter-Glo, 60 h; stronger effect = lower value. viability, % at 10 µM. actives 1.5% (n = 140,000). AID 818, 2007;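 active = viability at or under a set limit, the compound median less 4 SD, cut at about 6% in these data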;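 also: 0% = Hyamine 1622 control at 20 µM and 100% = untreated cell control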
NPY Y2 blocker: NPY-Y2 receptor antagonists, primary screen, cell-based | Neuropeptide Y receptor type 2 (Homo sapiens), P49146 | NPY-Y2 expressing cells, antagonist mode | inhibition, % at 2.7 µM | actives 0.99% (n = 140,000); in the data active = inhibition above about 17%;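 also: 0% = vehicle with agonist challenge and 100% = reference antagonist with challenge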
Target sequence (P49146 whole entry, looked up): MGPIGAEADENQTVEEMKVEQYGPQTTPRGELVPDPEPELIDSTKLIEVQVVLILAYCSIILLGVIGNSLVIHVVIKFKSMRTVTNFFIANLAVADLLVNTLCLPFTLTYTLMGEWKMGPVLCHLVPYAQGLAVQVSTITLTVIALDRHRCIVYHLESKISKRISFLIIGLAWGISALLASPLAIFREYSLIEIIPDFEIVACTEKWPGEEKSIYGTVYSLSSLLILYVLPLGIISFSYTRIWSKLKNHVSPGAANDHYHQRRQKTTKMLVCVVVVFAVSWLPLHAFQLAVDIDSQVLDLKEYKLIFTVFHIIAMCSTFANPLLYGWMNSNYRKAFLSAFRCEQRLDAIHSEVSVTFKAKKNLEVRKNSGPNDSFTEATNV
* = called active by the depositor; / = no result given.

Structure	HCT116 PTEN-null	Measles CPE	HCT116 bCat-KO	Yeast life ext	E-sel TNF inh	NPY Y2 blocker	GALR2 antag	BB579 growth dn	MRP1 act	Phagocyt inh
CC(C)=CCC/C(C)=C/Cc1c(O)ccc(C(=O)/C=C/c2ccc(O)cc2)c1O	61.4	19.4	52.7	-5.1	/	-3.4	1.3	-44.4	-4.8	/
COc1ccc(/C=N/n2c(SC)nnc2-c2ccccc2)c(OC)c1OC	31.4	6.7	27.6	-9.3	/	5.9	-1.8	-50.2	-2.1	0.5
CCOc1cc(/C=C2/C(=O)N(c3ccccc3)N=C2C)ccc1OC(=O)c1cccs1	93.1	11.6	87.5	-3.9	8.4	-1.1	-6.8	-39.9	-2.5	/
CCC(c1nnnn1C1CCCC1)N(Cc1cccs1)Cc1cc2cccc(C)c2[nH]c1=O (configuration not stated)	69.0	5.3	69.4	-5.2	2.4	18.0*	-0.1	-11.1	-3.8	1.7
CCOC(=O)c1cncc(NC(=O)c2ccccc2)c1	90.3	2.8	104.1	-12.5	10.3	4.9	4.4	-15.1	-2.3	-1.9
CCCCCCSc1nc(O)c(C2OC(=O)c3c2ccc(OC)c3OC)c(=O)n1CC (configuration not stated)	91.3	8.6	91.7	11.7	-82.8	13.1	-3.8	-39.8	-0.7	-1.6
O=C(CCCn1c(SCC(=O)c2ccc(Cl)cc2)nc2ccccc2c1=O)NCc1ccco1	34.9	4.6	27.6	10.8	/	1.9	-11.5	-38.0	-2.8	0.6
N#Cc1cccc(C(c2nnnn2CCc2ccccc2)N2CCN(C3CCCCC3)CC2)c1 (configuration not stated)	84.5	7.0	74.0	0.3	7.2	4.8	-5.2	16.3	0.6	-0.1
CCN(CC)c1ccc(/C=N/NC(=O)C(O)(c2ccccc2)c2ccccc2)o1	74.6	4.5	77.6	1.4	/	2.8	-2.1	-22.3	-0.5	12.3
COc1ccccc1C1(O)CC2CCC(C1)N2S(=O)(=O)c1ccc(C(C)=O)cc1 (configuration not stated)	95.4	8.9	101.1	-2.7	-8.3	4.7	10.4	-9.9	0.1	-0.3
Cc1sc2nc(C(C)C)nc(SCC(=O)N3c4ccccc4CC3C)c2c1C (configuration not stated)	43.6	3.2	47.7	0.4	-7.5	5.7	-16.8	-14.6	-1.7	-8.3
CCOc1ccccc1CN1CCN(S(=O)(=O)CC)CC1	92.2	11.8	88.0	-3.5	-5.3	-0.8	4.4	-40.1	-0.5	-3.2

Complete entries, looked up by structure. Order of values: HCT116 PTEN-null, Measles CPE, HCT116 bCat-KO, Yeast life ext, E-sel TNF inh, NPY Y2 blocker, GALR2 antag, BB579 growth dn, MRP1 act, Phagocyt inh
CC(C)=CCC/C(C)=C/Cc1c(O)ccc(C(=O)/C=C/c2ccc(O)cc2)c1O in the list: 61.4, 19.4, 52.7, -5.1, /, -3.4, 1.3, -44.4, -4.8, /
O=C(CCCn1c(SCC(=O)c2ccc(Cl)cc2)nc2ccccc2c1=O)NCc1ccco1 in the list: 34.9, 4.6, 27.6, 10.8, /, 1.9, -11.5, -38.0, -2.8, 0.6

(list continues)
Structure	HCT116 PTEN-null	Measles CPE	HCT116 bCat-KO	Yeast life ext	E-sel TNF inh	NPY Y2 blocker	GALR2 antag	BB579 growth dn	MRP1 act	Phagocyt inh
CCOC(=O)c1c(-c2cccc([N+](=O)[O-])c2)csc1N	87.4	30.3	92.8	-6.8	/	3.4	7.9	-39.4	-0.8	-1.1
CCOc1ccc2nc(NC(=O)CSc3nc4c(c(=O)n(C)c(=O)n4C)n3C(C)C)sc2c1	55.6	2.3	59.8	-13.4	-18.2	7.4	6.7	-21.3	-0.3	-2.2
NS(=O)(=O)c1cc(C2(O)NC(=O)c3ccccc32)ccc1Cl (configuration not stated)	93.5	62.3	84.0	6.5	/	-1.1	2.7	-26.8	-1.7	/
Cn1cc(Cl)c(C(=O)N/N=C/c2ccc(OS(=O)(=O)c3ccccc3)cc2)n1	99.1	12.8	94.5	/	-9.7	2.5	13.0	-11.2	-1.9	/
COc1ccccc1NC(=S)N(Cc1ccccc1)Cc1ccccn1	78.1	3.8	79.4	-2.4	7.8	4.6	-5.7	3.5	-2.3	-4.3
CC1CCN(S(=O)(=O)c2ccc(-c3nnc(SCc4cccnc4)o3)cc2)CC1	98.2	23.1	95.1	0.2	-26.8	-1.7	1.7	-44.4	-2.8	-0.8
CCn1c(=N)c(S(=O)(=O)c2ccc(F)cc2)cc2c(=O)n3ccccc3nc21	92.5	32.7	107.7	-10.3	11.3	2.3	-6.8	9.6	-1.1	/
Cc1ccc(C(C)C)cc1C(=O)CC1(O)C(=O)N(C)c2ccccc21 (configuration not stated)	77.5	5.0	80.9	-3.4	0.5	3.1	-7.2	-14.0	-1.5	-0.5
COc1ccc(N(CN2C(=O)C3CC=CCC3C2=O)C(=O)c2ccco2)cc1 (configuration not stated)	108.7	17.6	96.1	-4.4	-13.5	6.5	0.1	-14.4	0.1	-1.0
O=C(CN1CCN(Cc2ccccc2)C1=O)NCCCN1CCOCC1	104.7	3.7	94.2	-9.8	/	-0.1	-2.4	-41.3	0.2	0.5
CCOc1cc(N2CCCC2)ccc1[N+](=O)[O-]	93.6	5.8	87.4	-5.7	/	0.9	-7.4	-10.3	-0.5	-4.6
CCc1ccc(C(=O)COC(=O)CNC(=O)c2ccc(N3C(=O)c4ccccc4C3=O)cc2)cc1	96.7	10.9	106.7	-12.8	-37.5	-3.2	7.5	-47.6	-2.6	-1.7
Cc1cccc(N(CC(=O)NCc2ccc3c(c2)OCO3)C(=O)CCC(=O)Nc2ccccn2)c1	84.9	3.8	86.7	-3.9	-24.4	1.8	3.7	-1.8	-1.5	/
COc1ccc(C2NC(=O)NC(C)=C2C(=O)Nc2cccc(C)c2C)cc1 (configuration not stated)	80.7	35.0	102.2	2.8	7.8	1.5	6.2	-12.5	-2.6	-0.8
Clc1cccc(Cl)c1COc1ccncc1	95.6	14.6	90.1	-4.8	8.0	1.6	9.8	-26.5	-0.2	/
COc1ccc(CNC(=O)c2ccc(S(=O)(=O)N3CCCC3)cc2)cc1OC	90.9	5.0	91.8	-8.4	-1.4	1.1	2.4	-16.7	-0.2	0.3
Cc1cccc(Nc2nnc(-c3ccc(C(=O)N4C[C@H]5C[C@H](C4)c4cccc(=O)n4C5)cc3)c3ccccc23)c1	86.1	12.2	89.8	-20.5	-4.6	2.3	1.2	-50.8	-2.9	-0.6
COc1ccccc1Cn1nnc2c(=O)[nH]c(C3CCN(C(=O)c4ccc(F)cc4)CC3)nc21	99.9	6.0	99.2	-20.3	-4.2	4.2	1.9	-25.2	-1.3	/
CC1CCN(c2oc(Cc3cccc4ccccc34)nc2C#N)CC1	85.2	6.5	73.7	-20.1	/	5.2	2.2	-30.6	-0.6	-0.8
CC1CC(C)CN(C(=O)COC(=O)CCc2nc3ccccc3c(=O)[nH]2)C1 (configuration not stated)	92.3	5.7	87.3	3.0	/	0.3	-8.6	3.8	-2.9	-9.5
OC(CNCc1ccco1)Cn1c2ccc(Br)cc2c2cc(Br)ccc21 (configuration not stated)	1.7*	3.0	2.1*	-14.6	-13.6	3.8	-5.0	-48.8	-4.8	-1.4
O=C(CSc1ncn[nH]1)NCCCc1ccccc1	109.2	15.5	97.0	-3.8	0.7	-0.2	7.5	-18.1	-0.2	-2.5
Cc1cccc(-n2c(C)n[nH]c2=S)c1	107.2	6.6	105.3	-5.1	/	4.2	17.0	-9.5	-1.8	/
COc1cc2c(C(=O)NC3CCCCCC3)cn(C)c(=O)c2cc1OC	93.5	5.2	99.4	6.2	-29.3	1.8	4.0	-21.6	-0.9	/
CC1Cc2ccccc2N1Cc1nc2scc(-c3cccs3)c2c(=O)[nH]1 (configuration not stated)	88.8	19.9	93.6	-3.0	/	0.4	1.1	-23.6	-1.3	-1.8
Clc1ccc2nc(CSc3nnc4ccccn34)cn2c1	90.0	5.6	100.4	-5.7	15.5	1.9	4.9	-54.9	-2.3	-3.5
O=[N+]([O-])c1cc(C(F)(F)F)ccc1NCCc1c[nH]c2ccc(O)cc12	95.7	20.3	89.9	-16.9	-28.7	-2.3	8.7	-21.8	-1.9	-0.6
COC(=O)CN(c1nc(C)cc(OC)n1)S(=O)(=O)c1ccc(C)cc1	92.8	20.4	92.0	-8.0	-25.2	6.0	2.2	-16.7	-3.0	0.0
COc1ccc(CN2CCN(S(=O)(=O)c3ccccc3)CC2)cc1Br	90.9	11.9	94.4	-4.7	/	3.8	6.5	-47.6	-2.4	-1.4
Cc1nn(CC#N)c(=O)n1-c1ccc(F)cc1	93.5	5.7	105.9	-5.8	14.6	2.1	-4.7	9.7	0.2	-1.3
Cc1nc2ncnn2c(C)c1CCC(=O)N1CCN(c2ccccn2)CC1	97.4	9.2	94.7	3.5	-5.7	1.3	-5.3	-19.7	-0.8	0.5
Nc1cc(=O)[nH]c(SCc2nc3ccccc3n2Cc2ccccc2)n1	84.3	27.0	89.2	/	-25.1	-2.1	15.4	-43.4	-4.2	-0.2
CC(=O)Nc1ccc(S(=O)(=O)NCc2cn3c(C)csc3n2)cc1	97.5	18.7	99.7	-6.0	-23.6	2.9	-2.6	-16.9	-0.6	/
CCc1ccc(OCC(=O)Nc2ccc(-c3cc4ccccc4oc3=O)c(OC)c2)cc1	73.2	9.1	73.0	0.2	/	4.7	-5.8	-20.9	-3.6	-3.6
c1ccc(-c2nnc(SCc3nnc(-c4cccs4)o3)o2)cc1	94.2	22.0	82.3	-15.6	9.8	7.5	-1.9	-66.7	-1.8	0.0
S=C(NCCc1ccccc1)Nc1ccc(Cl)cc1Cl	49.3	6.0	65.2	-12.9	-28.5	8.5	-7.0	-31.3	-5.2	-1.4
COc1ccc(NS(=O)(=O)c2ccc(SC)cc2)c(OC)c1	78.6	5.0	85.2	-1.0	-11.1	4.8	0.3	-31.5	-3.5	-2.4
O=C(NCc1ccccc1F)C1CCN(C(=O)NCc2ccccc2)CC1	117.8	5.9	106.9	1.2	-19.1	1.5	0.4	-66.8	0.9	/
CCOC(=O)N1CCN(C(=O)CSc2nnc(Cc3cccn3C)n2CCc2ccccc2)CC1	88.8	16.9	86.8	-6.0	/	0.7	-3.9	2.0	-1.3	0.2
COc1cc(OC)c(NC(=O)c2ccoc2C)cc1Cl	86.5	7.5	85.9	-15.2	7.8	0.7	10.8	-17.4	-2.1	-1.8
COc1cc2nc(CSc3nc(-c4ccc(F)cc4)cs3)[nH]c(=O)c2cc1OC	81.4	18.2	89.8	1.8	/	3.9	-11.4	-16.8	-3.1	-13.4
Cn1cccc1/C=N/NC(=O)c1sc2cc(Cl)ccc2c1Cl	70.1	5.4	92.5	-0.5	/	0.3	-1.9	-16.8	-4.4	-7.3
